Compound activity deposited in PubChem BioAssay by several laboratories.
HEK293 NOD2/NF-kB: NOD2 signaling inhibitors, cell-based, luminescence, uHTS, HEK293 (AID 1566); 0.63% of 290,000 active; inhibition, % at 4 µM; hits with a dose series show EC50 in µM; HEK293 NOD2/NF-kB luciferase reporter, luminescence; higher % means a stronger effect; also: many of its hits are not listed in these tables
KOR beta-arrestin-1: KOR agonists, beta-arrestin recruitment, primary screen, cell-based, luminescence, uHTS (AID 1777) | KOR beta-arrestin recruitment, luminescence; higher % means a stronger effect | one-dose activation, % at 10 µM; EC50 in µM for titrated hits | 0.02% of 280,000 active | Kappa-type opioid receptor (Homo sapiens); in the data active = activation above about 50%, passing the limit was not always enough; also: a part of the inactive calls stands beside numbers as strong as those of hits
HIV peptide binding: inhibitors of HIV fusion peptide binding, primary screen, biochemical, uHTS, fluorescence dequenching (AID 1986). 0.3% of 290,000 active. inhibition, % at 20 µM; hits with a dose series show IC50 in µM. cell-free peptide binding, fluorescence dequenching, 30 min; higher % means a stronger effect; in the data active = inhibition mostly above about 52%, no sharp cut-off; inactive = mostly below about 76%; also: some results filed as inactive read as strong as hits
NOD1 NF-kB reporter: NOD1 signaling inhibitors, primary screen, cell-based, luminescence, uHTS (AID 1578) | NOD1-driven NF-kB luciferase reporter cells, luminescence; higher % means a stronger effect | one-dose inhibition, % at 4 µM; EC50 in µM for titrated hits | 1% of 290,000 active; in the data active = inhibition mostly above about 36%, no sharp cut-off; inactive = mostly below about 34%;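 also: HEK-293T reporter cells stimulated with the NOD1 agonist gamma-tri-DAP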
Siah-1 displacement: Siah-1 peptide-binding antagonists, primary screen, biochemical, fluorescence polarization, rhodamine-plectin, uHTS (AID 1817) | Siah-1 / rhodamine-plectin peptide fluorescence polarization; higher % means a stronger effect | 0.02% of 290,000 active | E3 ubiquitin-protein ligase SIAH1 (Homo sapiens) | displacement, % at 20 µM; hits with a dose series show IC50 in µM;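 active = displacement of at least 50% at 20 µM, with a fluorescence ratio check between 0.3 and a set limit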;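 also: plate controls were Siah plus tracer with DMSO for no effect and tracer alone without Siah for full effect; strong numbers were not always called active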
LYP inhibition: inhibitors of LYP phosphatase, biochemical, fluorescence intensity, uHTS (AID 1779); one-dose inhibition, % at 11.5 µM; IC50 in µM for titrated hits; 0.054% of 290,000 active; recombinant LYP phosphatase, fluorescence intensity; higher % means a stronger effect; Tyrosine-protein phosphatase non-receptor type 22 (Homo sapiens);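 also: plate controls were vehicle with enzyme for no effect and no enzyme for full effect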
KOR beta-arrestin-2: KOR antagonists, beta-arrestin recruitment, cell-based, luminescence, uHTS (AID 1778); Kappa-type opioid receptor (Homo sapiens); KOR beta-arrestin recruitment, luminescence, antagonist mode; higher % means a stronger effect; inhibition, % at 10 µM, or IC50 in µM where a hit was titrated; 0.091% of 290,000 active; also: strong numbers were not always called active
Myeloid diff 2: induction of myeloid progenitor differentiation, primary screen, cell-based, flow cytometry, MLPCN library | ER-HoxA9 myeloid progenitors, lysozyme-GFP differentiation | calls only at 10 µM | 1% of 360,000 active | AID 624256, 2012;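 active = normalized GFP-positive differentiation at or above the plate's own cutoff, the solvent-only control mean plus 3 SD; inconclusive = no clear call, values can overlap the other calls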;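 also: cells exposed to compound for four days before flow analysis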
Salmonella PhoP GFP: inhibitors of PhoP regulon expression, primary screen, Salmonella Typhimurium, GFP reporter (AID 1863) | S. Typhimurium PhoP-regulated promoter GFP reporter, 4 h; higher % means a stronger effect | 0.16% of 300,000 active | inhibition, % at 50 µM, or IC50 in µM where a hit was titrated;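 active = inhibition over 29.93%, a cutoff 3 SD above the screen mean, later confirmed by dose response; inconclusive = inhibition over 29.93% but no dose response follow-up; inactive = inhibition at most 29.93% or unconfirmed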;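 also: 0% = low Mg2+ inducing control and 100% = high Mg2+ repressing control; strong numbers were not always called active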
Myeloid diff 2 GFP+ MAC1+ %: second read-out of Myeloid diff 2, no call of its own (marks repeat the call); GFP+ MAC1+ double positive, %; measured here: differentiation confirmed by MAC1 staining
* marks the source's active call; other numbers are inactive results; [ ] = remark or other dose. Rule as the data show it, unless noted: active = inhibition above about 50%; inactive = the rest.

N#C/C(C(N)=O)=C1/SC(Cc2ccc(F)cc2)C(=O)N1c1ccccc1 (stereo not drawn) was read as HEK293 NOD2/NF-kB 21%, KOR beta-arrestin-1 0.8%, HIV peptide binding 0.7%, NOD1 NF-kB reporter 5%, Siah-1 displacement 14%, LYP inhibition -7%, KOR beta-arrestin-2 11%, Myeloid diff 2 inactive, Salmonella PhoP GFP -1% and Myeloid diff 2 GFP+ MAC1+ % 2.3.
For Cc1cc(C)cc(N2C(=O)CC(N3CCOCC3)C2=O)c1 (stereo not drawn) the results were HEK293 NOD2/NF-kB 4%, KOR beta-arrestin-1 3.8%, HIV peptide binding -0.5%, NOD1 NF-kB reporter -10%, Siah-1 displacement -2%, LYP inhibition -5%, KOR beta-arrestin-2 -13%, Myeloid diff 2 inactive, Salmonella PhoP GFP 5% and Myeloid diff 2 GFP+ MAC1+ % 4.6.
Screening CC1CN(Cc2ccccc2)c2ccccc2NC1=S (stereo not drawn) returned HEK293 NOD2/NF-kB 11%, KOR beta-arrestin-1 4.9%, HIV peptide binding -0.7%, NOD1 NF-kB reporter 108%*, Siah-1 displacement -10%, LYP inhibition -9%, KOR beta-arrestin-2 -27%, Myeloid diff 2 inactive, Salmonella PhoP GFP 3% and Myeloid diff 2 GFP+ MAC1+ % 0.5.
For CC1(C)Cc2nc3sc4c(SCC(=O)O)ncnc4c3cc2CO1 the results were HEK293 NOD2/NF-kB 18%, KOR beta-arrestin-1 4.4%, HIV peptide binding -1.2%, NOD1 NF-kB reporter 11%, Siah-1 displacement 9%, LYP inhibition -2%, KOR beta-arrestin-2 9%, Myeloid diff 2 inactive, Salmonella PhoP GFP -7% and Myeloid diff 2 GFP+ MAC1+ % 0.2.
For CC1(C)Cc2c(sc(NC(=O)C(=O)NCC3CCCO3)c2C(N)=O)CO1 (stereo not drawn) the results were HEK293 NOD2/NF-kB 1%, KOR beta-arrestin-1 -0.4%, HIV peptide binding 1.5%, NOD1 NF-kB reporter -26%, Siah-1 displacement 3%, LYP inhibition -9%, KOR beta-arrestin-2 23%, Myeloid diff 2 inactive, Salmonella PhoP GFP -5% and Myeloid diff 2 GFP+ MAC1+ % 1.5.
`COC(=O)c1cc(NC(=O)c2cccc(F)c2)cc(C(=O)OC)c1` gave HEK293 NOD2/NF-kB 6%, KOR beta-arrestin-1 -8.3%, HIV peptide binding 0.9%, NOD1 NF-kB reporter -28%, Siah-1 displacement 12%, LYP inhibition -3%, KOR beta-arrestin-2 -10%, Myeloid diff 2 inactive, Salmonella PhoP GFP -3% and Myeloid diff 2 GFP+ MAC1+ % 0.4.
Cc1cc(O)cc(O)c1-c1onc(C(F)(F)F)c1-c1cscn1 was read as HEK293 NOD2/NF-kB 23%, KOR beta-arrestin-1 -0.6%, HIV peptide binding -1.5%, NOD1 NF-kB reporter 36%, Siah-1 displacement 6%, LYP inhibition -6%, KOR beta-arrestin-2 19%, Myeloid diff 2 inactive, Salmonella PhoP GFP 14% and Myeloid diff 2 GFP+ MAC1+ % 0.8.
`O=C(CCC1CC(=O)Nc2ccccc21)NCc1cccnc1` (stereo not drawn) gave HEK293 NOD2/NF-kB 5%, KOR beta-arrestin-1 -2.3%, HIV peptide binding 1.2%, NOD1 NF-kB reporter -13%, Siah-1 displacement -5%, LYP inhibition -10%, KOR beta-arrestin-2 17%, Myeloid diff 2 inactive, Salmonella PhoP GFP 3% and Myeloid diff 2 GFP+ MAC1+ % 2.3.
`COc1ccccc1/C=C/C(=O)Nc1ccc(N2CCOCC2)cc1` gave HEK293 NOD2/NF-kB -33%, KOR beta-arrestin-1 6.4%, HIV peptide binding -2.0%, NOD1 NF-kB reporter 8%, Siah-1 displacement -3%, LYP inhibition -1%, KOR beta-arrestin-2 -29%, Myeloid diff 2 inactive, Salmonella PhoP GFP 5% and Myeloid diff 2 GFP+ MAC1+ % 0.4.
`CCOC(=O)c1c(C)[nH]c(C(=O)N2CCN(CC)CC2)c1C` gave HEK293 NOD2/NF-kB -4%, KOR beta-arrestin-1 2.0%, HIV peptide binding -1.2%, NOD1 NF-kB reporter -3%, Siah-1 displacement 4%, LYP inhibition -8%, KOR beta-arrestin-2 -57%, Myeloid diff 2 inactive, Salmonella PhoP GFP 7% and Myeloid diff 2 GFP+ MAC1+ % 0.6.
For CC(C)(C)n1nnnc1C(c1ccccc1F)N1CCN(C2CCCC2)CC1 (stereo not drawn) the results were HEK293 NOD2/NF-kB 1%, KOR beta-arrestin-1 -0.6%, HIV peptide binding 1.0%, NOD1 NF-kB reporter -22%, Siah-1 displacement 5%, LYP inhibition -2%, KOR beta-arrestin-2 17%, Myeloid diff 2 inactive, Salmonella PhoP GFP -11% and Myeloid diff 2 GFP+ MAC1+ % 0.9.
Screening CCN(CC)C(=O)CSc1nc2c(sc(=S)n2CC)c(=O)n1-c1ccccc1 returned HEK293 NOD2/NF-kB 20%, KOR beta-arrestin-1 -1.8%, HIV peptide binding 0.7%, NOD1 NF-kB reporter 13%, Siah-1 displacement 0%, LYP inhibition -9%, KOR beta-arrestin-2 18%, Myeloid diff 2 inactive, Salmonella PhoP GFP 3% and Myeloid diff 2 GFP+ MAC1+ % 3.2.
CC(=O)C1=C(O)C(=O)N(c2nccs2)C1c1ccc(F)cc1 (stereo not drawn) was read as HEK293 NOD2/NF-kB 12%, KOR beta-arrestin-1 1.1%, HIV peptide binding 5.9%, NOD1 NF-kB reporter -21%, Siah-1 displacement 11%, LYP inhibition 1%, KOR beta-arrestin-2 18%, Myeloid diff 2 inactive, Salmonella PhoP GFP 8% and Myeloid diff 2 GFP+ MAC1+ % 0.6.
CCc1ccc(N2CC(C(=O)Nc3ccc(S(=O)(=O)N4CCCCC4)cc3)CC2=O)cc1 (stereo not drawn) was read as HEK293 NOD2/NF-kB 21%, KOR beta-arrestin-1 5.5%, HIV peptide binding 10%, NOD1 NF-kB reporter 26%, Siah-1 displacement -10%, LYP inhibition -2%, KOR beta-arrestin-2 -43%, Myeloid diff 2 inconclusive and Salmonella PhoP GFP 8%.
`CC(=O)/C(=N\Nc1cccc(Cl)c1)Sc1nnc(-c2ccccc2)n1-c1ccccc1` gave HEK293 NOD2/NF-kB -4%, KOR beta-arrestin-1 4.9%, HIV peptide binding 0.9%, NOD1 NF-kB reporter -38%, Siah-1 displacement 8%, LYP inhibition 8%, KOR beta-arrestin-2 44%, Myeloid diff 2 inactive, Salmonella PhoP GFP 25% and Myeloid diff 2 GFP+ MAC1+ % 0.5.
O=C(NC1CCCC1)C1CCCN1C(=O)Oc1ccccc1 (stereo not drawn) was read as HEK293 NOD2/NF-kB 10%, KOR beta-arrestin-1 -0.9%, HIV peptide binding 2.5%, NOD1 NF-kB reporter -20%, Siah-1 displacement 6%, LYP inhibition -7%, KOR beta-arrestin-2 -9%, Myeloid diff 2 inactive, Salmonella PhoP GFP -9% and Myeloid diff 2 GFP+ MAC1+ % 0.2.
For COC(=O)c1c(NC(=O)C2Cc3ccccc3C(=O)O2)sc2c1CCCC2 (stereo not drawn) the results were HEK293 NOD2/NF-kB 34%, KOR beta-arrestin-1 1.9%, HIV peptide binding 7.2%, NOD1 NF-kB reporter -23%, Siah-1 displacement 22%, LYP inhibition -2%, KOR beta-arrestin-2 39%, Myeloid diff 2 inactive, Salmonella PhoP GFP -2% and Myeloid diff 2 GFP+ MAC1+ % 0.4.
`O=C(COC(=O)c1cccs1)Nc1ccc(S(=O)(=O)N2CCOCC2)cc1` gave HEK293 NOD2/NF-kB 16%, KOR beta-arrestin-1 -5.5%, HIV peptide binding -2.0%, NOD1 NF-kB reporter -12%, Siah-1 displacement 7%, LYP inhibition -6%, KOR beta-arrestin-2 6%, Myeloid diff 2 inactive, Salmonella PhoP GFP -5% and Myeloid diff 2 GFP+ MAC1+ % 0.1.
`CC1CC2C3CCC4=CC(=O)C=CC4(C)C3(F)C(O)CC2(C)C1(O)C(=O)CO` (stereo not drawn) gave HEK293 NOD2/NF-kB 16%, KOR beta-arrestin-1 -1.5%, HIV peptide binding -0.8%, NOD1 NF-kB reporter -4%, Siah-1 displacement 4%, LYP inhibition -4%, KOR beta-arrestin-2 23%, Myeloid diff 2 inactive, Salmonella PhoP GFP 2% and Myeloid diff 2 GFP+ MAC1+ % 1.9.
`CCOC(=O)c1c(S(=O)(=O)NCCc2ccc(OC)c(OC)c2)c(C)n(C)c1C` gave HEK293 NOD2/NF-kB -9%, KOR beta-arrestin-1 4.5%, HIV peptide binding -0.5%, NOD1 NF-kB reporter 19%, Siah-1 displacement -4%, LYP inhibition -8%, KOR beta-arrestin-2 -37%, Myeloid diff 2 inactive, Salmonella PhoP GFP 6% and Myeloid diff 2 GFP+ MAC1+ % 0.6.
Screening COc1ccc(C(=O)Cc2ccc(OC)c(OC)c2)c(OC)c1 returned HEK293 NOD2/NF-kB 11%, KOR beta-arrestin-1 -4.8%, HIV peptide binding -2.8%, NOD1 NF-kB reporter -6%, Siah-1 displacement 0%, LYP inhibition 2%, KOR beta-arrestin-2 -27%, Myeloid diff 2 inactive, Salmonella PhoP GFP 2% and Myeloid diff 2 GFP+ MAC1+ % 1.0.
For S=C(NCc1ccccc1)NCc1ccc(Cl)cc1 the results were HEK293 NOD2/NF-kB 17%, KOR beta-arrestin-1 0.0%, HIV peptide binding -0.2%, NOD1 NF-kB reporter -7%, Siah-1 displacement 3%, LYP inhibition -6%, KOR beta-arrestin-2 -28%, Myeloid diff 2 inactive, Salmonella PhoP GFP -1% and Myeloid diff 2 GFP+ MAC1+ % 0.9.
Screening CCn1c(CN2CCN(CCO)CC2)nc2ccccc21 returned HEK293 NOD2/NF-kB 12%, KOR beta-arrestin-1 1.5%, HIV peptide binding -0.2%, NOD1 NF-kB reporter 4%, Siah-1 displacement 4%, LYP inhibition -5%, KOR beta-arrestin-2 -63%[20 µM], Myeloid diff 2 inactive, Salmonella PhoP GFP -8% and Myeloid diff 2 GFP+ MAC1+ % 0.2.
Screening COc1cc(CNCc2ccc(C)cc2)cc(OC)c1OC returned HEK293 NOD2/NF-kB 4%, KOR beta-arrestin-1 0.7%, HIV peptide binding 0.6%, NOD1 NF-kB reporter -7%, Siah-1 displacement -5%, LYP inhibition -10%, KOR beta-arrestin-2 -22%[20 µM], Myeloid diff 2 inactive, Salmonella PhoP GFP 8% and Myeloid diff 2 GFP+ MAC1+ % 0.2.
For C[C@@H](C(=O)N1CCNCC1)n1cc(CCCN=C(N)N)nn1 the results were HEK293 NOD2/NF-kB -4%, KOR beta-arrestin-1 0.0%, HIV peptide binding 1.1%, NOD1 NF-kB reporter -30%, Siah-1 displacement 6%, LYP inhibition -3%, KOR beta-arrestin-2 -2%, Myeloid diff 2 inactive, Salmonella PhoP GFP 6% and Myeloid diff 2 GFP+ MAC1+ % 2.3.

A portion of the library; count on the stated rates, not on these rows.
